Screening results from PubChem.
Anthrax LF prot – blocks Bacillus anthracis lethal factor protease. P15917. multiplex microsphere protease cleavage assay, LF. inhibition, % at 10 µM. hit rate 0.12% among 360,000. AID 588501; further: plate controls were buffer without enzyme for full effect and enzyme alone for no effect
CCHF vOTU inh – CCHFV vOTU protease inhibition. Pep-AMC fluorescence. hit rate 0.55% among 370,000. inhibition, % at 11.5 µM; in the data active means inhibition above about 30%; further: 0% = vehicle wells with enzyme and 100% = no enzyme wells
PfHsp40 rescue – compounds rescuing yeast from Plasmodium falciparum HSP40 toxicity; hit rate 0.68% among 340,000; growth rescue, % at 12.5 µM; AID 504582; S. cerevisiae expressing PfHsp40, growth rescue, ATP luminescence; in the data active means growth rescue above about 28%, passing the limit was not always enough; inconclusive means no clear call, values can overlap the other calls;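 further: yeast W303a lacking pdr1 and pdr3 grown in galactose medium; growth measured after three days at 30 °C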
TcdB inh – inhibitors of Clostridioides difficile toxin B glycohydrolase. P18177. TcdB glycohydrolase enzymatic assay, plate reader. inhibition, % at 9.99 µM. hit rate 0.24% among 350,000. AID 652162; in the data active means inhibition above about 10%
Target sequence (P18177 whole entry, looked up): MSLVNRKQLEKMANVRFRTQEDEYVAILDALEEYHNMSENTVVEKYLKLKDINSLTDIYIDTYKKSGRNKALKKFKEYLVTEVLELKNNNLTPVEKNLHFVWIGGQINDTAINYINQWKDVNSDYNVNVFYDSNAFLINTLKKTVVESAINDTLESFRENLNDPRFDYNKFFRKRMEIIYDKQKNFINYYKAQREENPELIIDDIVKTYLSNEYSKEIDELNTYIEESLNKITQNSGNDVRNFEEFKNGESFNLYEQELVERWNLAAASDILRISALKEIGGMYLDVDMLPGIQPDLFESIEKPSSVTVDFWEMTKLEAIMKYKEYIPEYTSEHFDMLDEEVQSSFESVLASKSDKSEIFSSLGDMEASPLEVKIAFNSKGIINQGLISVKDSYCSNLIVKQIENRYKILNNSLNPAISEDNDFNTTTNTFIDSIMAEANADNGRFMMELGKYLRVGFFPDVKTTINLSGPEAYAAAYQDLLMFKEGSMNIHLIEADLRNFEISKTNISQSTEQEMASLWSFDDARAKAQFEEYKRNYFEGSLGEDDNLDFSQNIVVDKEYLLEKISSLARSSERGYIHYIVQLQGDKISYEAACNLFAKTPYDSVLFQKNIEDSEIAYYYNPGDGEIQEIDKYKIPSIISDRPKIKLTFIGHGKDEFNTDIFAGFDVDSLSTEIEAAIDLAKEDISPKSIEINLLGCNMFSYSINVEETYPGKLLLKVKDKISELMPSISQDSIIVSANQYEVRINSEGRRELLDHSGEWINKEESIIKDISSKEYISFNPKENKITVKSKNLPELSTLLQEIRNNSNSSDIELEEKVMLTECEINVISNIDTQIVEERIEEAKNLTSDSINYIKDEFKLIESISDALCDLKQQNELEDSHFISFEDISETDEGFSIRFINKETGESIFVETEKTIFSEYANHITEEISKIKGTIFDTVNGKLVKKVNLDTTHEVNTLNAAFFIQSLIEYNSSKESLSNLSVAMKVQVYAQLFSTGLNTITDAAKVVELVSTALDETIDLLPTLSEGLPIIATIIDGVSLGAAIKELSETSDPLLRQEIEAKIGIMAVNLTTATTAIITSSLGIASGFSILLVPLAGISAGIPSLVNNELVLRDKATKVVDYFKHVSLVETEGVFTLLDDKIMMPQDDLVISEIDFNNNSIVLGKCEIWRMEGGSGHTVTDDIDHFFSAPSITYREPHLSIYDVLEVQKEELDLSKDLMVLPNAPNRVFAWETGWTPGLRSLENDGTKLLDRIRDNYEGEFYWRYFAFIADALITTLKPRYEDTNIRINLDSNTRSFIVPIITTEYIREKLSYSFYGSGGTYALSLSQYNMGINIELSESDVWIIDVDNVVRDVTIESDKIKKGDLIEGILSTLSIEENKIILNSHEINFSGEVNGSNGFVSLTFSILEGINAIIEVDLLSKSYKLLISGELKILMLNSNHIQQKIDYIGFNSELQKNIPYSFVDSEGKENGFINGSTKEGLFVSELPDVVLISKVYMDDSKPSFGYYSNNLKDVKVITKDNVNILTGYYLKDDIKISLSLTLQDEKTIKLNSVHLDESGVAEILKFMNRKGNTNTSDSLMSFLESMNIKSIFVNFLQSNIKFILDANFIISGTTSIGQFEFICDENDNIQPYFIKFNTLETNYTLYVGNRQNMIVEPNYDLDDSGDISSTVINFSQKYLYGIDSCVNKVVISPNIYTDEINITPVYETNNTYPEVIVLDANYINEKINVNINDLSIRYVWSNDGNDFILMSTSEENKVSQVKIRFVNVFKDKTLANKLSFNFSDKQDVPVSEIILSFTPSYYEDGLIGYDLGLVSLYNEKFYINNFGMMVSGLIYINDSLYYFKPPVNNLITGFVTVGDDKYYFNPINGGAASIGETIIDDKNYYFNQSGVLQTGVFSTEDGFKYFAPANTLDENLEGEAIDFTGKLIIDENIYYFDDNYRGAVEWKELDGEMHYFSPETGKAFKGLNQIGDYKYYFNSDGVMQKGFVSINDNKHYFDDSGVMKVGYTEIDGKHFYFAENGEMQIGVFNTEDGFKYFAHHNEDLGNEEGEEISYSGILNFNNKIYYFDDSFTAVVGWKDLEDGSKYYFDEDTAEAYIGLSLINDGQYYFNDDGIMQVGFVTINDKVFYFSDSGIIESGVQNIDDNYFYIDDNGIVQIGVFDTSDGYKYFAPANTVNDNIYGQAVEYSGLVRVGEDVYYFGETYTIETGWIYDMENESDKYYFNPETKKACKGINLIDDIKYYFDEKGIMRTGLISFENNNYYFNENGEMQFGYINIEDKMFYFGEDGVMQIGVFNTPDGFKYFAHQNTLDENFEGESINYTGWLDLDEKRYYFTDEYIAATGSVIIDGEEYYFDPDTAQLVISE
PrPC TRFRET – inhibitors of human cell surface prion protein PrPC | inhibition, % at 13.8 µM | TR-FRET read-out | P04156 | hit rate 0.43% among 370,000; in the data active means inhibition above about 24%; further: 0% = median of the test wells and 100% = reference compound wells
FadD28 FP inh – blocks FadD28 binding to the bisubstrate probe. fluorescence polarization. inhibition, % at 12.5 µM. hit rate 0.22% among 360,000. AID 588549; in the data active means inhibition above about 8.5%, passing the limit was not always enough; inconclusive means no clear call, values can overlap the other calls
BoNT F protease – BoNT F light chain protease inhibition. AID 588497. inhibition, % at 10 µM. hit rate 0.22% among 360,000. Multiplex microsphere protease cleavage assay, flow cytometry; in the data active means inhibition above about 35%, passing the limit was not always enough; inconclusive means no clear call, values can overlap the other calls; further: plate controls were buffer without enzyme for full effect and enzyme alone for no effect
BoNT A protease – blocks Botulinum neurotoxin A light chain protease | multiplex microsphere protease substrate cleavage, flow cytometry | inhibition, % at 10 µM | hit rate 0.17% among 360,000; further: plate controls were buffer without enzyme for full effect and enzyme alone for no effect
Y pestis TopoI – inhibitors of Yersinia pestis topoisomerase I; hit rate 0.064% among 360,000; Y. pestis Topo-I cleavage product accumulation, plate reader; activity, % at 10 µM; in the data active means activity above about 50%, passing the limit was not always enough; inconclusive means no clear call, values can overlap the other calls; further: inactives centre near 2
* hit, by the source's call. Unless noted, no stated cut-off is given here; in the data, active means inhibition above about 30%; inconclusive means no clear call, values can overlap the other calls; inactive means below that.

For O=C(NCc1ccco1)C1CN(S(=O)(=O)c2ccccc2)CCN1S(=O)(=O)c1ccccc1 (stereo not drawn) the results were Anthrax LF prot 1, CCHF vOTU inh 15, PfHsp40 rescue -0.8, PrPC TRFRET 1, FadD28 FP inh -1.7, BoNT F protease 6, BoNT A protease 4.4 and Y pestis TopoI -9.
`Cc1ccc(-c2cc(C(=O)N3CCCc4ccccc43)no2)cc1` gave Anthrax LF prot 2, CCHF vOTU inh 5, PfHsp40 rescue 4.2, TcdB inh 0.8, PrPC TRFRET 5, FadD28 FP inh -2.1, BoNT F protease -1, BoNT A protease 0.0 and Y pestis TopoI -7.
Cc1csc2nc(CSc3ccc(Cl)cc3)cn12 was read as Anthrax LF prot -1, PfHsp40 rescue 4.1, FadD28 FP inh -6.4, BoNT F protease 3, BoNT A protease 0.3 and Y pestis TopoI 11.
Screening COc1ccc(-n2cnc3cc(C(=O)N4CCC5(CC4)OCCO5)ccc32)cc1 returned Anthrax LF prot 0, CCHF vOTU inh -7, PfHsp40 rescue -0.8, TcdB inh 1.4, PrPC TRFRET 4, FadD28 FP inh -3.4, BoNT F protease -1, BoNT A protease 0.0 and Y pestis TopoI 7.
COC(=O)c1sc(Nc2ccccc2)nc1C was read as Anthrax LF prot -2, CCHF vOTU inh -8, PfHsp40 rescue 1.7, TcdB inh 1.5, PrPC TRFRET -2, FadD28 FP inh 1.1, BoNT F protease -7, BoNT A protease -0.1 and Y pestis TopoI 7.
Cc1onc(-c2ccccc2)c1C(=O)NCc1ccc(Cl)cc1 was read as Anthrax LF prot -2, CCHF vOTU inh 10, PfHsp40 rescue 0.3, TcdB inh -3.7, PrPC TRFRET -9, FadD28 FP inh 2.2, BoNT F protease -16, BoNT A protease 0.7 and Y pestis TopoI -4.
Cc1cnc(C(=O)OCC(=O)N(CC(C)C)C2CCS(=O)(=O)C2)cn1 (stereo not drawn) was read as Anthrax LF prot 0, CCHF vOTU inh 14, PfHsp40 rescue -0.6, TcdB inh -0.6, PrPC TRFRET -4, FadD28 FP inh -1.7, BoNT F protease 3, BoNT A protease 2.9 and Y pestis TopoI -9.
Screening COc1cc(C)ccc1OCc1cc(C(=O)N(C)CCCN2CCOCC2)no1 returned Anthrax LF prot -1, CCHF vOTU inh -7, PfHsp40 rescue -0.8, TcdB inh -0.2, PrPC TRFRET -6, FadD28 FP inh -1.4, BoNT F protease 2, BoNT A protease -0.1 and Y pestis TopoI 4.
For CN(C)NC(=S)Nc1ccc(Cl)cc1 the results were Anthrax LF prot -3, CCHF vOTU inh -1, PfHsp40 rescue -0.5, TcdB inh -2.0, PrPC TRFRET -2, FadD28 FP inh 0.1, BoNT F protease -9, BoNT A protease 0.4 and Y pestis TopoI 9.
`COc1ccc(-c2nc(NC(=O)Cn3cnnn3)sc2C)cc1` gave Anthrax LF prot 6, CCHF vOTU inh -1, PfHsp40 rescue -0.4, TcdB inh 1.3, PrPC TRFRET -3, FadD28 FP inh -2.6, BoNT F protease 0, BoNT A protease -1.2 and Y pestis TopoI -17.
`COc1ccc(Cc2nc3ccc(C(=O)NCC4COCCO4)cc3o2)cc1OC` (stereo not drawn) gave Anthrax LF prot -2, CCHF vOTU inh -9, PfHsp40 rescue 5.4, TcdB inh 0.5, PrPC TRFRET -3, FadD28 FP inh 0.3, BoNT F protease -2, BoNT A protease 1.7 and Y pestis TopoI 2.
For O=C(CCC1CCCN(C(=O)c2cc3ccccc3o2)C1)NCc1ccc(F)c(F)c1 (stereo not drawn) the results were Anthrax LF prot -4, CCHF vOTU inh -2, PfHsp40 rescue 0.8, TcdB inh 1.3, PrPC TRFRET 1, FadD28 FP inh -0.6, BoNT F protease -1, BoNT A protease 4.3 and Y pestis TopoI 38.

For convenience, some entries already given:
For O=C(NCc1ccco1)C1CN(S(=O)(=O)c2ccccc2)CCN1S(=O)(=O)c1ccccc1 (stereo not drawn) the results were Anthrax LF prot 1, CCHF vOTU inh 15, PfHsp40 rescue -0.8, PrPC TRFRET 1, FadD28 FP inh -1.7, BoNT F protease 6, BoNT A protease 4.4 and Y pestis TopoI -9.
`Cc1ccc(-c2cc(C(=O)N3CCCc4ccccc43)no2)cc1` gave Anthrax LF prot 2, CCHF vOTU inh 5, PfHsp40 rescue 4.2, TcdB inh 0.8, PrPC TRFRET 5, FadD28 FP inh -2.1, BoNT F protease -1, BoNT A protease 0.0 and Y pestis TopoI -7.
Cc1csc2nc(CSc3ccc(Cl)cc3)cn12 was read as Anthrax LF prot -1, PfHsp40 rescue 4.1, FadD28 FP inh -6.4, BoNT F protease 3, BoNT A protease 0.3 and Y pestis TopoI 11.

(more compounds)
Cc1cc2nnc(SCC(=O)Nc3cccc(S(=O)(=O)N4CCOCC4)c3)n2c2ccccc12 was read as Anthrax LF prot 0, CCHF vOTU inh 16, PfHsp40 rescue -1.0, PrPC TRFRET 10, FadD28 FP inh -0.6, BoNT F protease -3, BoNT A protease -0.1 and Y pestis TopoI 20.
Screening O=C1CC(Cc2ccccc2)C(=O)N1c1ncccn1 (stereo not drawn) returned Anthrax LF prot -4, CCHF vOTU inh -11, PfHsp40 rescue -0.8, TcdB inh -0.5, PrPC TRFRET 0, FadD28 FP inh 1.2, BoNT F protease 4, BoNT A protease 0.9 and Y pestis TopoI 2.
For Cc1ccc(S(=O)(=O)CC2CSc3nnc(C)c(=O)n32)cc1 (stereo not drawn) the results were Anthrax LF prot 1, CCHF vOTU inh 9, PfHsp40 rescue -1.4, PrPC TRFRET -5, FadD28 FP inh -3.6, BoNT F protease 10, BoNT A protease 0.6 and Y pestis TopoI -4.
For Cc1cc(C)n2nc(SCC(=O)Nc3ccc(F)cc3[N+](=O)[O-])nc2n1 the results were Anthrax LF prot 0, CCHF vOTU inh 4, PfHsp40 rescue -1.8, TcdB inh 1.2, PrPC TRFRET -41, FadD28 FP inh -4.0, BoNT F protease 2, BoNT A protease -2.0 and Y pestis TopoI 3.
Screening COc1cccc(NC(=O)COc2ccc(Br)c(C)c2)c1 returned Anthrax LF prot -1, CCHF vOTU inh 14, PfHsp40 rescue 2.6, TcdB inh -1.8, PrPC TRFRET 20, FadD28 FP inh -3.0, BoNT F protease -1, BoNT A protease 0.9 and Y pestis TopoI 19.
`Cc1ccc(C(C)n2cc(C(=O)NCCN3CCN(C)CC3)nn2)cc1` (stereo not drawn) gave Anthrax LF prot 0, CCHF vOTU inh 16, PfHsp40 rescue 0.9, PrPC TRFRET 10, FadD28 FP inh -2.5, BoNT F protease 0, BoNT A protease -0.7 and Y pestis TopoI -1.
For Cn1c(-c2ccccc2)c(C(=O)CCl)c2ccccc21 the results were Anthrax LF prot -1, CCHF vOTU inh -1, PfHsp40 rescue 1.6, TcdB inh 1.3, PrPC TRFRET -2, FadD28 FP inh -2.2, BoNT F protease -6, BoNT A protease -0.6 and Y pestis TopoI 2.
For O=C(NCc1ccc2c(c1)OCO2)C1CCC(CNS(=O)(=O)c2ccccc2)CC1 (stereo not drawn) the results were CCHF vOTU inh -2, PfHsp40 rescue -1.0, PrPC TRFRET 0, FadD28 FP inh -1.1 and Y pestis TopoI 22.
`Cc1cccc(NS(=O)(=O)c2ccc3oc(=O)ccc3c2)c1C` gave Anthrax LF prot -12, CCHF vOTU inh -8, PfHsp40 rescue -0.3, TcdB inh 2.9, PrPC TRFRET 37*, FadD28 FP inh -0.5, BoNT F protease -16, BoNT A protease -0.1 and Y pestis TopoI -1.
For COc1ccc(NC(=O)COC(=O)C23CCC(=O)N2c2ccccc2S3)cc1 (stereo not drawn) the results were Anthrax LF prot inconclusive, CCHF vOTU inh 5, PfHsp40 rescue 0.0, PrPC TRFRET 2, FadD28 FP inh -1.4, BoNT F protease -18, BoNT A protease inconclusive and Y pestis TopoI 0.
`Cc1c(NC(=O)C(C)Oc2ccc(Br)cc2Cl)c(=O)n(-c2ccccc2)n1C` (stereo not drawn) gave Anthrax LF prot 7, CCHF vOTU inh -4, PfHsp40 rescue 0.7, TcdB inh -0.3, PrPC TRFRET 0, FadD28 FP inh -1.5, BoNT F protease 2, BoNT A protease -2.5 and Y pestis TopoI 12.
`CCCCCOc1ccc(CSCCNC(=S)Nc2ccccc2)cc1` gave Anthrax LF prot 0, CCHF vOTU inh -3, PfHsp40 rescue -1.1, PrPC TRFRET -4, FadD28 FP inh -1.3, BoNT F protease -3, BoNT A protease -0.2 and Y pestis TopoI -3.

Random excerpt: two records from the list
For Cc1ccc(S(=O)(=O)CC2CSc3nnc(C)c(=O)n32)cc1 (stereo not drawn) the results were Anthrax LF prot 1, CCHF vOTU inh 9, PfHsp40 rescue -1.4, PrPC TRFRET -5, FadD28 FP inh -3.6, BoNT F protease 10, BoNT A protease 0.6 and Y pestis TopoI -4.
For CN(C)NC(=S)Nc1ccc(Cl)cc1 the results were Anthrax LF prot -3, CCHF vOTU inh -1, PfHsp40 rescue -0.5, TcdB inh -2.0, PrPC TRFRET -2, FadD28 FP inh 0.1, BoNT F protease -9, BoNT A protease 0.4 and Y pestis TopoI 9.

(further entries)
For COc1ccc(Cl)cc1NC(=O)COC(=O)CCc1cc(OC)c(OC)c(OC)c1 the results were Anthrax LF prot -10, CCHF vOTU inh 6, PfHsp40 rescue -1.0, TcdB inh 1.8, PrPC TRFRET -6, FadD28 FP inh -2.7, BoNT F protease -3, BoNT A protease 0.7 and Y pestis TopoI 19.
O=C(COC(=O)c1cc(=O)[nH]c2ccccc12)NC1CCCCC1 was read as Anthrax LF prot -7, CCHF vOTU inh -1, PfHsp40 rescue -0.8, TcdB inh -0.5, PrPC TRFRET 3, FadD28 FP inh -1.8, BoNT F protease -3, BoNT A protease -0.1 and Y pestis TopoI 2.
Cn1c(Cc2csc(N)n2)nnc1SCC(=O)NC1CCCCC1 was read as Anthrax LF prot -15, CCHF vOTU inh -3, PfHsp40 rescue -1.1, PrPC TRFRET 2, FadD28 FP inh -1.3, BoNT F protease 5, BoNT A protease 0.5 and Y pestis TopoI 0.
`CC(C)CNC(=S)NNC(=O)c1ccccc1OC(F)F` gave Anthrax LF prot -11, CCHF vOTU inh 1, PfHsp40 rescue 3.8, PrPC TRFRET 5, FadD28 FP inh 0.4, BoNT F protease 15, BoNT A protease 7.6 and Y pestis TopoI 8.
`CCN(CC)CCN1C(=O)C(=O)/C(=C(/O)c2c(C)[nH]c(C(=O)OC)c2C)C1c1cccc(OC)c1` (stereo not drawn) gave Anthrax LF prot -4, CCHF vOTU inh 10, PfHsp40 rescue -1.2, PrPC TRFRET -2, FadD28 FP inh -2.6, BoNT F protease -4, BoNT A protease -4.1 and Y pestis TopoI 4.
Screening O=C(CNc1cccc([N+](=O)[O-])c1)NC(=O)NC1CCCCC1 returned Anthrax LF prot -6, CCHF vOTU inh 3, PfHsp40 rescue 0.5, TcdB inh 1.1, PrPC TRFRET -3, FadD28 FP inh 3.6, BoNT F protease -1, BoNT A protease -0.2 and Y pestis TopoI 6.
For CCOc1ccc(C/C(O)=C2\C(=O)CC(C)(C)CC2=NCC(=O)O)cc1OCC the results were Anthrax LF prot -12, CCHF vOTU inh 4, PfHsp40 rescue -1.6, TcdB inh -0.6, PrPC TRFRET 7, FadD28 FP inh -0.3, BoNT F protease -8, BoNT A protease -0.3 and Y pestis TopoI 4.
Screening CCOC(=O)c1c(NC(=O)c2cccs2)sc(C)c1C returned Anthrax LF prot 7, CCHF vOTU inh 0, PfHsp40 rescue -0.7, PrPC TRFRET 2, FadD28 FP inh 1.7, BoNT F protease -10, BoNT A protease -0.9 and Y pestis TopoI 5.
`O=C(NC(=S)Nc1ccccc1Cl)c1csnn1` gave Anthrax LF prot 0, CCHF vOTU inh -11, PfHsp40 rescue 2.6, TcdB inh 1.0, PrPC TRFRET -3, FadD28 FP inh -0.3, BoNT F protease 1, BoNT A protease inconclusive and Y pestis TopoI -7.
For CCOc1ccc(N(CC(=O)NC2CCCCC2)C(=O)CNC(=O)c2cccs2)cc1 the results were Anthrax LF prot -4, CCHF vOTU inh 4, PfHsp40 rescue 0.4, TcdB inh 0.4, PrPC TRFRET 6, BoNT F protease -4, BoNT A protease -1.0 and Y pestis TopoI 30.
O=C1CCCCCN1C(=O)c1ccc(C(=O)N2CCCCCC2=O)cc1 was read as Anthrax LF prot 2, CCHF vOTU inh 12, PfHsp40 rescue 0.2, PrPC TRFRET 3, FadD28 FP inh -2.6, BoNT F protease 21, BoNT A protease 1.3 and Y pestis TopoI -4.

Random draw from the library; overall some 2.3% were active at least once.
